Screens deposited in PubChem by National Center for Advancing Translational Sciences (NCATS).
HTT aggregate – inhibitors of mutant huntingtin aggregate formation in PC12 cells. PC12 HttQ103-GFP aggregates, Acumen cytometry, 40 h. Potency, µM (top dose mostly 46.1 µM), without a hit: top-dose activity change, negative = inhibition, most hits filed as inhibitors. 1.1% of 220,000 active. AID 1688; note: potency is the fitted concentration of half-maximal effect; % is set by controls: 0 for no effect and ±100 for the full control effect; nearly all actives have a fitted effect of over 60% in size
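PC12 cells stably carrying ecdysone-inducible HTT exon 1 Q103–GFP were induced with tebufenozide (100 nM final) and treated with library compounds in titration. GFP aggregates in lysates were counted by laser scanning cytometry.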
HTT ATP protect – protects HTT-Q103 PC12 cells, measured by ATP; PC12 HTT-Q103 induced, cytoprotection, ATP luminescence, 40 h; 0.14% of 230,000 active; AID 1471; Potency, µM (series often up to 56.4 µM), for the others: cytoprotection (ATP increase), actives largely listed as activators;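 note: potency is the fitted concentration of half-maximal effect; % of control where 0% means no effect; nearly all actives have a fitted effect of over 45% in size; toxic huntingtin expression switched on by the ecdysone agonist tebufenozide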
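PC12 cells stably carrying ecdysone-inducible Htt exon 1 (Q103)–GFP were induced with 100 nM tebufenozide (final) alongside library compounds in a dose series. Cytoprotection was scored as retained ATP by ATPlite luminescence.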
CBFb-RUNX1 inh – inhibitors of human CBF-beta and RUNX1 interaction | AID 1477 | AlphaScreen CBFb-His/RUNX1-biotin binding, biochemical | Q01196+Q13951 | Potency, µM (highest dose often 59.8 µM), inactives show top-dose activity, negative = inhibition, usual class: inhibitors | 230,000 tested, under 10 active; note: % of control where 0% means no effect
Target sequence (Q01196 whole entry, looked up): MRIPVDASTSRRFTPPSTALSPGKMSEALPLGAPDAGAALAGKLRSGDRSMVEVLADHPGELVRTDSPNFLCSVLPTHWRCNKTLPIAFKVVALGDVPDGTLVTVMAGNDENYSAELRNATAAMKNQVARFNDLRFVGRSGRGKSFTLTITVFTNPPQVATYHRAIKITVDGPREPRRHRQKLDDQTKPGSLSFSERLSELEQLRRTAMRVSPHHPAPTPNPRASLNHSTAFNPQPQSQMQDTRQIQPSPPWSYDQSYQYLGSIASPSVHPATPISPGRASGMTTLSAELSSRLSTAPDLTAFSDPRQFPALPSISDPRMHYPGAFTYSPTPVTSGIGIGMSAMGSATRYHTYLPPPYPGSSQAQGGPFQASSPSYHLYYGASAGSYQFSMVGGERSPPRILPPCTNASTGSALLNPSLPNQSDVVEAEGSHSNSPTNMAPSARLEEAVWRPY
Target sequence (Q13951 whole entry, looked up): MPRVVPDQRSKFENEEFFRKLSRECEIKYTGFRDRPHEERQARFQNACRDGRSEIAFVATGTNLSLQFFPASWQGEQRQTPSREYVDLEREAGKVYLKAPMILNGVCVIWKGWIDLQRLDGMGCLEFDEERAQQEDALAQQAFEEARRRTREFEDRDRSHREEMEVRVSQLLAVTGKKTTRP
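Interaction loss through any mechanism counts as activity. Pre-formed complex of His-CBF-beta and biotin-RUNX1 (30 nM apiece) is incubated with compound 15 min, then with 50 ng nickel and 50 ng streptavidin beads for 90 min before AlphaScreen detection.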
IMPase Li inh – membrane-permeable IMPase blocker, potentiated with lithium. CHO-M1 cells, IP1 TR-FRET (IP-One), carbachol + lithium. Potency, µM (top dose mostly 59.4 µM), for the others: at the top dose activity, negative = IMPase inhibition, usual class: inhibitors. 0.35% of 210,000 active. AID 1457;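 note: IP1 builds up when IMPase is blocked and the TR-FRET signal falls; potency is the fitted concentration of half-maximal effect; plate controls were basal vehicle for no effect and high inhibitor control for full effect; nearly all actives have a fitted effect of over 50% in size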
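CHO cells stably expressing M1 receptor (2000/well, cultured 16–30 h) treated 30 min at 37C with compound plus low lithium. Cytosolic IP1 by TR-FRET (665/620 ratio and 620 channel) after 10 min lysis; AC50 by Hill fit.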
SMN2 splice enh – SMN2 splice variant enhancement; HEK293 SMN2-luciferase splicing reporter, luminescence, 30-36 h; 2.8% of 210,000 active; Potency, µM (highest dose often 46.1 µM), for the others: top-dose activity change, positive = activation, most hits filed as activators; note: potency is the fitted concentration of half-maximal effect; % of control where 0% means no effect; nearly all actives have a fitted effect of over 55% in size
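qHTS luciferase splicing reporter: luminescence rises when SMN2 exon 7 is included in transfected HEK293 cells. Compound exposure lasted 30-36 h at 37C, with 4.5 mM final sodium butyrate as control, followed by a ONE-Glo read.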
KinaseGlo FLuc – blocks Kinase-Glo luciferase, a counter-screen artifact; Potency, µM (series often up to 38.3 µM), for inactives: at the top dose activity change, negative = inhibition, most hits filed as inhibitors; AID 1379; Q27757; 0.28% of 200,000 active; Kinase-Glo luciferase, ATP luminescence, 8 min; note: potency is the fitted concentration of half-maximal effect; % is set by controls: 0 for no effect and ±100 for the full control effect; nearly all actives have a fitted effect of over 60% in size
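Substrate mix (final 50 mM imidazole pH 7.2, 50 mM KCl, 7 mM MgCl2, 10 uM ATP, 0.01% Tween 20, 0.05% BSA) plus pin-tool compound, then Kinase-Glo detection mix; 8 min ambient, luminescence read.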
LMNA splice mod – LMNA splicing modulation. HeLa LMNA splicing GFP/RFP minigene ratio, 48 h. Potency, µM (series often up to 46.1 µM), for inactives: top-dose ratio change, negative = inhibition, actives largely listed as inhibitors. 0.01% of 200,000 active; active = well fitted inhibition curve with a large enough effect in the signal ratio, with a control signal flat, not every such curve was filed as active; inconclusive = small, poorly fitted or top-dose-only effect, or effect the other way, or a change in a side signal; the % refers to the signal ratio; note: potency is the fitted concentration of half-maximal effect; % is set by controls: 0 for no effect and ±100 for the full control effect
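S3 HeLa cells stably expressing lamin A-EGFP splicing minigene plus DsRed2, 600 cells/well, 48 h compound exposure at 37C. Laser-scanning cytometry; analysed as GFP (500-530 nm)/RFP (575-640 nm) total intensity ratio; 0.5% DMSO vehicle.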
* = called active by the depositor; & = joins results of further samples; [ ] = dose if it differs, or a comment. Unless noted, calls come from the whole dose curve; as a rule, active = well fitted curve in the direction sought with a large enough effect; inconclusive = small, poorly fitted or top-dose-only effect, or another doubt; inactive = no such curve, though single readings can be large; an effect the other way counts as inactive or inconclusive.

How did Cc1cc(C)cc(OCC(O)CN2CCC(CN3C(=O)c4cccc5cccc(c45)C3=O)CC2)c1 (stereo not given) do in these assays?
HTT aggregate: -2%; HTT ATP protect: -2%; CBFb-RUNX1 inh: 5%; IMPase Li inh: -5%[38.3 µM]; SMN2 splice enh: -2%; KinaseGlo FLuc: 0%; LMNA splice mod: 0%[0.0737 µM]

Results for Cc1ccc(-n2nc(CC#N)c(C#N)c2N)cc1 ?
HTT aggregate: -19%; HTT ATP protect: 13%[10 µM]; CBFb-RUNX1 inh: -2%; LMNA splice mod: -11%

Results for CCOc1ccc(C(=O)C(C)=O)c(OCC)c1 ?
HTT aggregate: -2%; HTT ATP protect: 13%[10 µM]; CBFb-RUNX1 inh: 2%; IMPase Li inh: 1%; SMN2 splice enh: 5%; KinaseGlo FLuc: -2%; LMNA splice mod: 8%[46 µM]

How did Fc1ccc(-c2n[nH]c(=S)n2/N=C/c2c[nH]c3ccccc23)cc1 do in these assays?
HTT aggregate: 2%; HTT ATP protect: -1%[10 µM]; CBFb-RUNX1 inh: -9%; IMPase Li inh: 3%; SMN2 splice enh: 6%; KinaseGlo FLuc: 1%; LMNA splice mod: -22%

Results for O=c1cc(O)c(-c2ccccc2Cl)c(Cl)[nH]1 ?
HTT aggregate: 21%; HTT ATP protect: 15%; CBFb-RUNX1 inh: -7%; IMPase Li inh: 23%[38.3 µM]; SMN2 splice enh: -3%; KinaseGlo FLuc: -1%; LMNA splice mod: 14%

Results for COc1cc2ncnc(NCc3ccc(C)o3)c2cc1OC ?
HTT aggregate: 17%[9.22 µM]; HTT ATP protect: -79%[inhibitor]; CBFb-RUNX1 inh: -28%; IMPase Li inh: -1%; SMN2 splice enh: 6%; KinaseGlo FLuc: 0%

How did CN(/N=C/c1ccc([N+](=O)[O-])o1)c1ccccc1 do in these assays?
HTT aggregate: -4%; HTT ATP protect: -11%; CBFb-RUNX1 inh: -2%; IMPase Li inh: 8%; SMN2 splice enh: -17%; KinaseGlo FLuc: -5%; LMNA splice mod: -3%[9.22 µM]

What do the screens show for `CCN(CC)S(=O)(=O)c1ccc(/C=C/C(=O)OCC(=O)N(C(C)C)C(C)C)cc1`?
HTT aggregate: 7%; HTT ATP protect: 9%[10 µM]; CBFb-RUNX1 inh: -3%; IMPase Li inh: 14%; SMN2 splice enh: 6%; KinaseGlo FLuc: -5%; LMNA splice mod: -1%[46 µM]

What do the screens show for `O=C(Nc1ccc(N2CCOCC2)cc1)C1CCN(S(=O)(=O)c2ccc3c(c2)OCCO3)CC1`?
HTT aggregate: 1%; CBFb-RUNX1 inh: -1%; IMPase Li inh: 2%; SMN2 splice enh: -1%; KinaseGlo FLuc: 2%

How did C#CCOCCOCCOCCNc1nc(N2CCN(C(=O)[C@H](CCCCN)n3cc([C@@H](N)C(C)CC)nn3)CC2)nc(N2CCN(C(=O)[C@H](CCCCN)n3cc([C@@H](N)CO)nn3)CC2)n1 (stereo not given in full) do in these assays?
HTT aggregate: 3%[9.22 µM]; HTT ATP protect: 40%[10 µM]; CBFb-RUNX1 inh: 11%; IMPase Li inh: -1%

What do the screens show for `COc1ccc(S(=O)(=O)N(CC(=O)NC2CC2)c2ccc(C)cc2)cc1OC`?
HTT aggregate: 6%; HTT ATP protect: -2%; CBFb-RUNX1 inh: 14%; IMPase Li inh: 16%[38.3 µM]; SMN2 splice enh: 21%; KinaseGlo FLuc: -3%; LMNA splice mod: 9%

What do the screens show for `O=C(CNC(=O)c1ccc(S(=O)(=O)N2CCCC2)cc1)N/N=C/c1ccccc1`?
HTT aggregate: -8%; HTT ATP protect: -6%[10 µM]; CBFb-RUNX1 inh: 4%; IMPase Li inh: -4%; SMN2 splice enh: -7%; KinaseGlo FLuc: -2%; LMNA splice mod: -3%

What do the screens show for `Cc1ccccc1NC(=S)NCCc1ccccn1`?
HTT aggregate: 0%; HTT ATP protect: 11%; CBFb-RUNX1 inh: 3%; IMPase Li inh: 10%[38.3 µM]; SMN2 splice enh: 2%; KinaseGlo FLuc: -1%; LMNA splice mod: 5%[0.0737 µM]

Results for Cc1cc(C)nc(NC2=NCC(=O)N2c2ccccc2)n1 ?
HTT aggregate: -8%; HTT ATP protect: 13%[10 µM]; CBFb-RUNX1 inh: -6%; IMPase Li inh: -10%[38.3 µM]; SMN2 splice enh: 12%; KinaseGlo FLuc: -2%; LMNA splice mod: 6%

Results for Cc1cccc(-c2cc(=O)c(C(=O)O)cn2-c2ccc(F)cc2F)c1 ?
HTT aggregate: -2%[9.22 µM]; HTT ATP protect: 7%[10 µM]; CBFb-RUNX1 inh: 8%

Results for CCCCOc1ccc(N(CC(=O)NC2CCCC2)C(=O)CCC(=O)Nc2ccccn2)cc1 ?
HTT aggregate: 3%; HTT ATP protect: 10%[1.9 µM]; CBFb-RUNX1 inh: 8%; IMPase Li inh: 9%; SMN2 splice enh: -10%; KinaseGlo FLuc: -1%; LMNA splice mod: 3%

What do the screens show for `COC(=O)C1=C(C(=O)OC)[C@@H]2Nc3ccccc3[C@@]23C[C@@H](C(=O)OC)N(S(=O)(=O)c2ccc(Br)cc2)C3=N1`?
HTT ATP protect: -20%[10 µM]; CBFb-RUNX1 inh: -11%[13.1 µM]; IMPase Li inh: 11%; SMN2 splice enh: 1%[9.22 µM]; KinaseGlo FLuc: -6%[7.66 µM]; LMNA splice mod: -12%[9.22 µM]

How did COc1ccc(Cc2nnc(NC(=O)c3cccs3)s2)cc1OC do in these assays?
HTT aggregate: 4%; HTT ATP protect: -21%; CBFb-RUNX1 inh: -1%; IMPase Li inh: -5%

How did Cc1c(C(=O)N2CCCC2)sc(NC(=O)c2ccc(Cl)cc2)c1C#N do in these assays?
HTT aggregate: inconclusive; HTT ATP protect: 14%[10 µM]; CBFb-RUNX1 inh: -4%; IMPase Li inh: 9%; SMN2 splice enh: -38%[inhibitor]; KinaseGlo FLuc: 1%; LMNA splice mod: inconclusive

Results for CS(=O)(=O)c1ccc2nnn(OCC(=O)Nc3ccc(Br)cc3Br)c2c1 ?
HTT aggregate: -5%; HTT ATP protect: -26%; CBFb-RUNX1 inh: 4%; IMPase Li inh: 12%; SMN2 splice enh: 3%; KinaseGlo FLuc: -2%; LMNA splice mod: inconclusive

Results for O=C(O)CC(CC(=O)Nc1ccc(C(=O)O)cc1)c1ccccc1 (stereo not given) ?
HTT aggregate: 9%[9.22 µM]; HTT ATP protect: 15%[10 µM]; CBFb-RUNX1 inh: 8%

Results for COc1ccc(OC)c(NC(=O)CCN2CCN(Cc3ccccc3)CC2)c1 ?
HTT aggregate: -12%; HTT ATP protect: 19%[10 µM]; CBFb-RUNX1 inh: 2%; IMPase Li inh: 0%[38.3 µM]; SMN2 splice enh: -6%; KinaseGlo FLuc: 0%; LMNA splice mod: 15%

How did COc1cc(OC)c(OC)cc1/C=N/Nc1ncnc2c1[nH]c1ccc(C)cc12 do in these assays?
HTT aggregate: -13%[9.22 µM]; HTT ATP protect: -7%[10 µM]; CBFb-RUNX1 inh: 4%

What do the screens show for `CCOc1ccccc1C1CC(=O)Nc2cc3c(cc21)OCCO3` (stereo not given)?
HTT aggregate: 15%; HTT ATP protect: -120%[inhibitor]; CBFb-RUNX1 inh: -10%; IMPase Li inh: 16%[38.3 µM]; SMN2 splice enh: -33%[inhibitor]; KinaseGlo FLuc: 16%; LMNA splice mod: -9%

How did Cc1cnc(C(=O)OCC(=O)N2c3ccccc3CC2C)cn1 (stereo not given) do in these assays?
HTT aggregate: 10%; HTT ATP protect: -42%[inhibitor]; CBFb-RUNX1 inh: 4%; IMPase Li inh: 1%; SMN2 splice enh: 1%; KinaseGlo FLuc: -2%

What do the screens show for `O=C(O)CCC(=O)Nc1sc2c(c1C(=O)Nc1ccccc1)CCCCC2`?
HTT aggregate: inconclusive; HTT ATP protect: -9%; CBFb-RUNX1 inh: -2%; IMPase Li inh: 18%; SMN2 splice enh: -2%&-8%; KinaseGlo FLuc: 9%

Results for COc1ccc(CCN2C(=O)/C(=C\c3ccco3)SC2=S)cc1OC ?
HTT aggregate: -29%; HTT ATP protect: 14%[10 µM]; CBFb-RUNX1 inh: 12%; IMPase Li inh: 12%; SMN2 splice enh: -16%; KinaseGlo FLuc: -2%

Results for C=CCNC(=O)C(=O)N/N=C/c1ccco1 ?
HTT aggregate: 15%; HTT ATP protect: 22%[10 µM]; CBFb-RUNX1 inh: 2%; IMPase Li inh: 3%; SMN2 splice enh: 7%; KinaseGlo FLuc: 0%; LMNA splice mod: -4%

How did CC(C)N1C(=O)C(O)(C2COC(C)(C)CC2=O)c2ccccc21 (stereo not given) do in these assays?
HTT aggregate: 16%[9.22 µM]; HTT ATP protect: 28%[10 µM]; CBFb-RUNX1 inh: 1%; IMPase Li inh: -4%; KinaseGlo FLuc: 0%; LMNA splice mod: -2%[46 µM]

What do the screens show for `Cc1ccc(CCNC(=O)C2CCCN(S(=O)(=O)c3cnc[nH]3)C2)cc1` (stereo not given)?
HTT aggregate: -11%; HTT ATP protect: 0%; CBFb-RUNX1 inh: -1%; IMPase Li inh: 39%[38.3 µM]; SMN2 splice enh: 14%; KinaseGlo FLuc: 3%; LMNA splice mod: 11%

Results for COc1ccc(CN2C(=O)NC3(CCOc4ccccc43)C2=O)cc1F (stereo not given) ?
HTT aggregate: 1%; HTT ATP protect: -32%[10 µM]; CBFb-RUNX1 inh: 3%; IMPase Li inh: -2%; SMN2 splice enh: -20%; KinaseGlo FLuc: 4%; LMNA splice mod: -19%

Results for COc1ccc(OC)c(NC(=O)C2CCN(S(C)(=O)=O)CC2)c1 ?
HTT aggregate: 4%; HTT ATP protect: 10%; CBFb-RUNX1 inh: 1%; IMPase Li inh: 16%[38.3 µM]; KinaseGlo FLuc: -1%; LMNA splice mod: -7%
